Assay outcomes (PubChem BioAssay)
S1P4 agonist = agonists of human S1P4 receptor; O95977; S1P4-expressing cell line, agonist reporter assay; activation, % at 4.98 µM; hit rate 0.35% among 220,000; AID 1509; in the data active = activation above about 11%;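 note: 0% = DMSO vehicle and 100% = reference agonist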
EP2 modulator = modulators of human EP2 prostaglandin E2 receptor; P43116; EP2-expressing cells, cAMP HTRF FRET, PGE2 co-stimulation; induction, % at 25 µM; hit rate 0.83% among 260,000; AID 940;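 active = compounds whose cAMP rise, as percent of the full-agonist control response, exceeds 60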;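 note: rat C6 glioma line stably carrying human EP2 under a CMV promoter; the protocol text gives 20 µM as final concentration; 100% = response of wells given 1 µM PGE2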
NPY-Y1 antag = NPY-Y1 (human) receptor antagonism | inhibition, % at 3.6 µM | hit rate 1% among 200,000 | HEK293-CNG Y1 cells, membrane potential fluorescence; NPY at EC95, then isoproterenol | AID 1040;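 active = inhibition above the campaign mean inhibition of all tested compounds plus 3 SD, cut at about 20% in these data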;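 note: 0% = DMSO wells given NPY plus isoproterenol and 100% = isoproterenol alone without NPY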
Target sequence (P25929 whole entry, looked up): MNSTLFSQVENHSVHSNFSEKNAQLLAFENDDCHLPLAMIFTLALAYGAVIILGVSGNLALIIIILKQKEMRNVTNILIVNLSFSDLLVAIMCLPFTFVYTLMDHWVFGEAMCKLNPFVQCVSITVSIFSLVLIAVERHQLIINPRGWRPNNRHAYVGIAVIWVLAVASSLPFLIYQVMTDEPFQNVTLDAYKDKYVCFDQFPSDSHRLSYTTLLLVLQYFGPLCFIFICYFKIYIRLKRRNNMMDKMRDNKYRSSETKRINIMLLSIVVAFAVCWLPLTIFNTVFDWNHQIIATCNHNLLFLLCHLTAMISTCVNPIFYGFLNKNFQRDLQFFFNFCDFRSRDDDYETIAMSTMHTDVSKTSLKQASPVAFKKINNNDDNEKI
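Material: HEK293 cells with Y1 receptor plus CNG channel; times: compound incubation 1 h at room temperature, readout 45 min post-stimulation; signal: fluorescence, membrane potential probe; read-out basis: fluorescence ratio normalized to % inhibition between controls; benchmarks: full-block control isoproterenol-only wells, zero-block control NPY plus isoproterenol wells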
NPY1 pot ag = human NPY-Y1 potentiation or agonism, primary screen | P25929 | NPY-Y1 expressing cells, potentiator/agonist activation | activation, % at 3.6 µM | hit rate 0.37% among 220,000; in the data active = activation above about 33%, passing the limit was not always enough;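 note: cells stimulated with NPY at EC10 then isoproterenol at EC100; 0% = low agonist plus stimulus and 100% = saturating agonist plus stimulus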
NPY2 pot ag = human NPY-Y2 potentiation or agonism, primary screen; P49146; cells expressing NPY-Y2, potentiator/agonist read-out; activation, % at 3.6 µM; hit rate 0.45% among 220,000; AID 1359; in the data active = activation above about 27%;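 note: cells stimulated with NPY near EC25 plus isoproterenol at EC100; 0% = vehicle plus submaximal agonist and 100% = vehicle plus saturating agonist; some results beyond the cut were filed as inactive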
Target sequence (P49146 whole entry, looked up): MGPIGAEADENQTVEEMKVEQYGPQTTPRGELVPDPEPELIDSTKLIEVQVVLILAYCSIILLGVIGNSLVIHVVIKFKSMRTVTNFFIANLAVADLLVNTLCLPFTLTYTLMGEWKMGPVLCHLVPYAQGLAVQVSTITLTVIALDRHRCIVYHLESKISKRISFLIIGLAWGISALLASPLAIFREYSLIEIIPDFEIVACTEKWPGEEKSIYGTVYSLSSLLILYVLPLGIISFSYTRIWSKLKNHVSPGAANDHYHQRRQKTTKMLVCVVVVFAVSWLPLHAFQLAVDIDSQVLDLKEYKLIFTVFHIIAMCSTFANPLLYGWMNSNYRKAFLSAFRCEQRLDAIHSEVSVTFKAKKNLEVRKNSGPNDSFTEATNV
EP2 antag = blocks the human prostaglandin E2 receptor EP2 | inhibition, % at 25 µM | hit rate 0.52% among 260,000 | AID 1422 | P43116 | C6 glioma cells expressing human EP2, cAMP TR-FRET; cells stimulated with saturating PGE2;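 active = percent inhibition above 40 after rounding to a whole number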;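 note: rat C6 glioma host cells with rolipram phosphodiesterase inhibitor present; the protocol text gives 20 µM as final concentration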
S1P4 antagonist = human S1P4 receptor antagonism; S1P4-expressing cells, antagonist mode, reporter read-out; O95977; hit rate 0.26% among 220,000; inhibition, % at 4.98 µM; AID 1510; in the data active = inhibition above about 29%;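 note: 0% = wells stimulated with agonist and 100% = vehicle wells without agonist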
eIF4E-4G inh = blocks eIF4E binding to eIF4G; P63073+Q04637; TR-FRET eIF4E-eIF4GI(517-606) binding, 2 h; inhibition, % at 21.7 µM; hit rate 0.37% among 220,000; AID 782;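 active = inhibition above about 30%, limit read from the data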;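 note: 0% = full FRET control wells and 100% = background wells lacking eIF4GI fragment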
p97 ATPase inh = blocks human p97 ATPase activity; inhibition, % at 8 µM; AID 1481; P55072; recombinant p97 ATPase, Kinase-Glo ATP luminescence, 3 h; hit rate 0.42% among 220,000; in the data active = inhibition above about 15%;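 note: 0% = DMSO vehicle and 100% = wells lacking enzyme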
* hit, by the source's call; . = not tested or not shown; & = joins results of further samples; [ ] = another dose, or the depositor's remark. These rows are one share of the data; the hit share may differ from the screen's.

SMILES	S1P4 agonist	EP2 modulator	NPY-Y1 antag	NPY1 pot ag	NPY2 pot ag	EP2 antag	S1P4 antagonist	eIF4E-4G inh	p97 ATPase inh
CCOC(=O)c1cccc(-n2c(C)nc3ccccc3c2=O)c1	-1.9	-6	-2	3	-12	12	-1	-3	5
O=C(CSc1nnc(CNC(=O)c2c(F)cccc2Cl)o1)Nc1ccc2c(c1)OCO2	0.5	-4	-4	-8	-3	3	-16	0	-1
COC(=O)c1cc(=O)nc2sc(-c3cccs3)nn12	0.7	25	-1	0	-1	8	-6	4	3
O=C(Nc1ccc2c(c1)nc1n2CCOC1)C1CCCCC1	0.1	-8	-9	-13	-2	1	10	14	0
COc1cc([C@H](Cc2ccccc2)NC(C)=O)oc(=O)c1	-0.7	13	-1	12	-11	23	-4	2	5
CCOc1ccc(CC2S/C(=N/N=C/c3ccco3)NC2=O)cc1 (stereo not given)	-1.2	-4	10	8	-20	1	-4	0	3
COc1ccc(OC)c2c1sc(=NC(=O)C1CCCCC1)n2C	0.4	9	.	-18	14	8	1	-8	-1
NC(=O)C1CCN(Cc2nc(-c3cccs3)no2)CC1	-0.2	13	.	9	-4	11	-3	-2	9
Cc1nc(SCc2ccccc2)c([N+](=O)[O-])[nH]1	0.3	24	12	-41	-9	8	-15	0	2
Cc1ccc2cccc(S(=O)(=O)Nc3c(C)n(C)n(-c4ccccc4)c3=O)c2n1	0.8	28	-1	9	-1	10	-6	-8[fluorescence artefact?]	-2
Cc1ccc(Cc2cnc(NC(=O)C3CCCO3)s2)cc1 (stereo not given)	-0.3	-6	5	9	-15	12	7	-3[fluorescence artefact?]	-1
C=CCNC(=O)CCCOc1cc(C)ccc1C	-3.1	-24	-1	-8	10	10	3	-14[fluorescence artefact?]	5
COc1ccc(-c2cn3c(C)c(C(=O)Nc4cc(NC(C)=O)ccc4OC)sc3n2)cc1	1.6	-10	4	-18	-17	.	-2	3[fluorescence artefact?]	-5
CC1CCN(C(=O)CCNC(=O)Cn2cnc3sc4c(c3c2=O)CCCC4)CC1	-1.0	21	2	-10	-12	6	-13	-1	-4
CCOC(=O)C(=CNc1cccc(C)n1)C(=O)OCC	1.8	-14	2	8	-8	.	-3	13[fluorescence artefact?]	-4
COc1cccc(/C=N/N=C(\N)c2nonc2N)c1O	0.6	-10	0	9	6	0	0	-2	5
Cn1c(CCC(=O)OCC(=O)NCc2ccc3c(c2)OCO3)nc(=O)c2ccccc21	-0.9	2	-2	-3	-4	3	2	-3	-7
Cc1nn(-c2ccc(F)cc2)c(Cl)c1/C=C(\CCC(=O)O)c1nc2ccccc2s1	-2.6	54	3	-29	-12	1	-10	-1	-1
COC(=O)Cc1csc(Nc2ccc(F)c(Cl)c2)n1	1.8	-17	1	13	10	8	-2	1	2
CCc1cc(=O)oc2cc(C)cc(OC(=O)c3ccco3)c12	-0.1	32	3	-11	0	13	-8	3	3
CC(=O)c1ccc(NC(=O)c2ccc3c(Cl)c4c(nc3c2)CCCC4)cc1	-0.5	0	-5	-7	8	11	1	3	1
O=C(O)C1C2CCC(C2)C1C(=O)Nc1cc(F)ccc1F (stereo not given)	2.6	16	5	-4	-4	11	-6	-2[fluorescence artefact?]	-1
CCc1ccc(S(=O)(=O)NC(CC(=O)O)c2ccccc2)cc1 (stereo not given)	1.0	25	-2	-8	-18	6	8	3	-1
Nn1c(SCc2ccccc2F)nnc1-c1ccncc1	-1.1	21	.	6	-5	9	1	-4	0
COc1cc(/C=N/NC(=O)C(=O)NCc2ccco2)cc(Br)c1O	0.4	-22	.	17	-4	13	17	13	1
CNCc1ccccc1Sc1cccc(O)c1	1.4	7	-6	-20	11	7	-5	22	2
Cc1ccc(NC2=C(Cl)C(=O)OC2OC(=O)c2ccco2)cc1C (stereo not given)	0.0	-9	1	-20	-14	8	-5	-2	7
COc1ccc(/C(C)=N/OCC(=O)Nc2nc3ccccc3s2)cc1OC	0.6	-64	6	6	1	18	-11	9[fluorescence artefact?]	4
Cc1onc(-c2ccccc2)c1-c1csc(N/N=C/c2ccccc2Cl)n1	1.1	-2	.	-29	-46	12	9	6	-4
Cn1c(=O)c2c(nc(NCc3ccco3)n2Cc2ccccc2Cl)n(C)c1=O	-0.6	-21	9	-13	-17	16	-1	2	1
CCOC(=O)c1cnc(-n2cc(C)cn2)nc1Nc1ccccc1OC	0.7	15	1	-36	-10	4	2	11[fluorescence artefact?]	1
CCCCN1Cc2c(nc3cc(-c4ccccc4)[nH]n3c2=O)C1=O	1.3	-7	.	26	15	11	-5	0	5
O=C(NC1CCCCC1)C1CCCN1S(=O)(=O)c1cccc2nsnc12 (stereo not given)	0.1	-9	1	5	11	4	3	0	3
CCN(CC)C(=O)c1cnn(-c2ccccc2)c1NC(=O)c1ccco1	-3.5	-6	7	0	-2	0	9	3	-3
CC1CCN(CCCn2c(=S)[nH]c3c(sc4ccccc43)c2=O)CC1	0.7	25	0	-18	-17	6	-12	2	2
C=CC[n+]1ccc2ccccc2c1C	1.2	3&-38	-3	21	18	10&5	-19	4	3
CCOC(=O)c1c(C)[nH]c(C)c1C(=O)CSc1nc2ccccc2c(=O)n1-c1ccc(C)cc1	0.5	16	2	12	7	12	-9	12[fluorescence artefact?]	-1
COC(=O)c1cc2ccccc2c(-c2c(OC)c(C(=O)OC)cc3ccccc23)c1OC	-1.0	47	4	-24	-6	16	0	8	-4
COc1ccccc1-c1ccc(Nc2cccc(C(F)(F)F)c2)nn1	-1.2	-42	6	3	14	17	-23	-3	5
CCC1CCC2(CC1)SCC(=O)N2c1ccccc1 (stereo not given)	-0.2	38	.	-22	3	3	-11	0	-14
CCCCCC(=O)NNC(=O)Nc1ccccc1	-0.2	10	-2	-5	-3	7	2	4	0
O=C(CCn1c(=O)c2ccccc2n(Cc2ccccc2)c1=O)NCc1ccc2c(c1)OCO2	0.3	-28	3	-16	0	.	-1	-16[fluorescence artefact?]	2
COc1ccc(C2CC(=O)C3=C(C2)Nc2ccccc2N(C(C)=O)C3c2ccco2)cc1 (stereo not given)	2.4	12	-4	-10	14	0	-7	3	2
Cn1c(C(=O)NCC2CCCO2)cc2c(=O)n(C)c3ccccc3c21 (stereo not given)	-3.4	4	2	-7	17	5	-2	-1	1
C=CCC(C(=O)OC)(C(=O)OC)c1ccccc1[N+](=O)[O-]	1.3	42	2	13	9	7	10	-4	2
NS(=O)(=O)c1ccc(CNC(=O)CCSCCC(=O)NCc2ccc(S(N)(=O)=O)cc2)cc1	1.7	7	1	9	-17	7	-8	-2	5
COc1ccccc1CN1C2CCCC1CC(NC(=O)/C=C/c1ccccc1)C2 (stereo not given)	0.6	-94	9	10	-4	10	-3	-1	10
CN(C)c1ccnc(Oc2ccc(F)cc2)c1C#N	1.3	11	3	-44	-5	9	-14	11	-4

Overlap with the part before: 3 entries; new compounds follow.
SMILES	S1P4 agonist	EP2 modulator	NPY-Y1 antag	NPY1 pot ag	NPY2 pot ag	EP2 antag	S1P4 antagonist	eIF4E-4G inh	p97 ATPase inh
NS(=O)(=O)c1ccc(CNC(=O)CCSCCC(=O)NCc2ccc(S(N)(=O)=O)cc2)cc1	1.7	7	1	9	-17	7	-8	-2	5
COc1ccccc1CN1C2CCCC1CC(NC(=O)/C=C/c1ccccc1)C2 (stereo not given)	0.6	-94	9	10	-4	10	-3	-1	10
CN(C)c1ccnc(Oc2ccc(F)cc2)c1C#N	1.3	11	3	-44	-5	9	-14	11	-4
CCC1Oc2ccccc2N(CC(=O)NCCCN2CCCCC2CC)C1=O (stereo not given)	-0.3	-4	4	-7	12	-1	-5	0	1
COc1ccc(OCCC(=O)OCc2c(C)noc2C)cc1	1.4	38	4	-19	-7	12	4	-3[fluorescence artefact?]	0
COc1ccccc1NC(=O)c1c(N=Cc2c(O)ccc3ccccc23)cnn1C	-0.3	-22	.	-50	-22	10	-8	-3	5
O=C(C1=C(O)C(=O)N(Cc2cccnc2)C1c1ccccn1)c1cccs1 (stereo not given)	0.0	13	6	-5	-8	5	-3	-1	4
Cc1cnc(CN2CCCC(C(=O)c3ccc4c5c(cccc35)CC4)C2)[nH]1 (stereo not given)	-1.5	-22	6	-26	-37	1	-6	-1	-4
CCOc1ccccc1N=CC1=C(O)CC(c2ccccc2)CC1=O (stereo not given)	-0.3	42	5	-29	-20	5	15	2	2
CCOC(=O)C1CCN(CC(=O)NC(=O)NC2CCCCC2)CC1	0.2	0	2	-7	6	1	-8	-2	1
CCOc1ccc(C(=O)NC2CC3CCCC(C2)N3CC(C)C)cc1 (stereo not given)	-2.3	-5	-1	-1	4	3	4	-3	-2
O=C(Cc1c(Cl)cccc1Cl)NCCc1ccc(Cl)cc1	0.8	-36	0	-3	1	7	-11	12	3
Cc1ccc(CCN2C(=O)CCC2(C)C(=O)NCc2cccnc2)cc1 (stereo not given)	-1.1	5	4	11	10	10	-8	-6	1
O=S(=O)(N/N=C/c1ccc(OC2CSC2)cc1)c1ccccc1	-1.9	16	0	15	-6	11	-8	-1	7
CCCOc1ccc(CC(CC(=O)O)(C(=O)O)C(=O)O)cc1	-1.0	-1	-1	-10	-3	12	-6	2[fluorescence artefact?]	-4
COc1ccc(N(CC2CO2)S(=O)(=O)c2ccccc2)cc1 (stereo not given)	1.2	12	12	22	-15	9	-5	-4	8
CCOc1ncccc1C(=O)Nc1ncc(C)s1	-1.2	5	6	-11	-7	3	-18	1	4
Cc1nc(-c2nnc(SCC(=O)Nc3ccc(Cl)cc3)n2C)cs1	0.2	18	.	-2	7	5	0	-1	-5
COc1ccccc1N1CCN(C(=O)c2ccc(S(=O)(=O)N3CCCCCC3)cc2)CC1	2.4	-36	1	-15	-6	6	-5	-4	-11
Cc1ccn2c(NC3CCCC3)c(-c3ccncc3)nc2c1	-2.1	-1	-2	-3	-9	6	-8	-2	-7
C#CCOCCOCCOCCNc1nc(N2CCN(C(=O)[C@H](CCC(=O)O)n3cc(C(N)CC(C)C)nn3)CC2)nc(N2CCN(C(=O)[C@H](Cc3ccc(O)cc3)n3cc(C(N)CC(C)C)nn3)CC2)n1 (stereo not given in full)	-0.1	9	-7	1	-2	4	-18	-3	2
COC(=O)c1sccc1NC(=O)CC1C(=O)NCCN1C(=O)c1c(F)cccc1Cl (stereo not given)	-1.0	-1	.	-6	-10	17	-22	1	14
CCc1ncc(C(O)c2cccc(OC)c2OC)n1C (stereo not given)	-3.6	12	3	-23	7	4	7	-3[fluorescence artefact?]	3
CN(C)c1ccc(/C=N/c2cc(-c3ccccc3)nn2-c2ccccc2)cc1	0.6	-23	0	20	-5	3	-6	-5	-1
CCOCN(C(=O)Cn1c(COC)nc2ccccc21)c1c(C)cccc1CC	-2.8	19	0	-4	8	3	-19	-2	-3
Cc1ccccc1C(=NCCCN(C)C)c1ccccc1C	1.1	-6	3	2	1	6	-29	-21	-3
COc1ccc(OC)c(/C=N/c2c(-c3ccc(O)c(OC)c3)nc3ccccn23)c1	1.4	43	-3	1	0	5	1	3	2
NS(=O)(=O)c1ccccc1	0.3	22	.	3	6	5	-3	-3	4
CCn1c(-c2ccccc2O)n[nH]c1=S	-1.9	15	1	0	11	3	-2	0[fluorescence artefact?]	11
O=C(CNC(c1ccccc1)c1ccccc1)Nc1ccccc1-c1ccccc1	-0.1	52	8	-14	0	9	-11	1	-5
